# Bioassay records as filed in PubChem BioAssay.
# VLA-4 inh: inhibition in human VLA-4 binding assay, primary screen, VLA-4 allosteric modulator project, MLPCN library, flow cytometry, VLA-4 expressing cells. Integrin alpha-4 (Homo sapiens), P13612. ligand binding flow cytometry. inhibition, % (about 7 µM as worked out from the volumes in the protocol). hit rate 0.2% among 330,000. AID 2557, 2010; in the data active means inhibition above about 50%
# PP5 primary: PP5 phosphatase inhibitors, primary screen, biochemical, fluorescence; hit rate 0.18% among 320,000; Serine/threonine-protein phosphatase 5 (Homo sapiens), P53041; inhibition, % at 6.7 µM; purified PP5c, OMFP substrate fluorescence;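 active means inhibition above the campaign's mean inhibition across all tested compounds plus 3 SD, cut at about 9.5% in these data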;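 further: 0% = DMSO only and 100% = 100 µM cantharidin control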
# Target sequence (P53041 whole entry, looked up): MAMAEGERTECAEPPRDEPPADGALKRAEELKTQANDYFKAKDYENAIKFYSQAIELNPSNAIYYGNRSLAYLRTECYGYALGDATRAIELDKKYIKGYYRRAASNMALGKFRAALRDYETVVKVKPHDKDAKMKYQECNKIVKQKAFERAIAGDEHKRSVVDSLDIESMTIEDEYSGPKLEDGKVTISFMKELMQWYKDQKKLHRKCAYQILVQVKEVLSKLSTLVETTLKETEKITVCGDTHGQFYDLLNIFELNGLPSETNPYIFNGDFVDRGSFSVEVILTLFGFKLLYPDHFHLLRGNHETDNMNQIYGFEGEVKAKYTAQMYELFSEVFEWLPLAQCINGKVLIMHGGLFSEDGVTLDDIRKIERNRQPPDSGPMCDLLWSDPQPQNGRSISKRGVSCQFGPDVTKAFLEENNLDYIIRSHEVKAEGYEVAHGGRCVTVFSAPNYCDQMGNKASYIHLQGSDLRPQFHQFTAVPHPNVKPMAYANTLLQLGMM
# GRK2 aptamer HTS: compounds blocking aptamer binding on GRK2 – biochemical, human GRK2, bead flow cytometry, HTS, primary screen; Beta-adrenergic receptor kinase 1 (Homo sapiens), P25098; FAM-aptamer displacement from GRK2; inhibition of aptamer binding, % at 10 µM; hit rate 0.59% among 330,000; AID 488847, 2010;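 active means inhibition of aptamer binding above 40%, roughly 3 SD of noise, on plates passing a quality check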;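 further: median bead fluorescence of bound FAM aptamer so fluorescent compounds give negative values; no value below 0 was filed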
# PP1 counter: PP1-alpha phosphatase inhibitors, primary screen, counter-screen for PP5 inhibitor project, biochemical, fluorescence, OMFP substrate, single point; Serine/threonine-protein phosphatase PP1-alpha catalytic subunit (Homo sapiens), P62136; hit rate 0.9% among 320,000; purified PP1alpha; inhibition, % at 6.7 µM;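 active means inhibition above the mean inhibition of all tested compounds plus 3 SD, computed separately for each screening campaign, cut at about 15% in these data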
# procasp7 counter: procaspase-7 activators, primary screen, counter-screen for procaspase-3 activator project, biochemical, absorbance, HTS, human; Caspase-7 (Homo sapiens), P55210; recombinant procaspase-7, Ac-DEVD-pNA absorbance 405 nm; D23A/D198A/D206A triple mutant, cannot self-cleave; scale: DMSO 0, 5 µM enzyme 100; activation, % at 8.5 µM; hit rate 0.093% among 330,000; AID 463210, 2010;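 active means percent activation above the screen-wide mean plus 3 SD, cut at about 25% in these data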
# Target sequence (P55210 whole entry D23A/D198A/D206A): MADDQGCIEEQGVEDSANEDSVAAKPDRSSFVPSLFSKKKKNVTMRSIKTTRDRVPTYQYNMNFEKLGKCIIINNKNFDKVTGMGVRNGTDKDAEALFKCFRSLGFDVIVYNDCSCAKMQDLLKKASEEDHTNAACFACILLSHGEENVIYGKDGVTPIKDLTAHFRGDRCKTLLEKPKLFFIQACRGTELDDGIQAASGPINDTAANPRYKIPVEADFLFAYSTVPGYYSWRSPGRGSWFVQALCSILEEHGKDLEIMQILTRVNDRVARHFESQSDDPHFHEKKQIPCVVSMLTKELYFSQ
#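 Assay system – Uncleavable procaspase-7 mutant enzyme · Quantity – 2 µM procaspase-7 mutant as dispensed · Times – 1 h preincubation, 2 h reaction · Dosing – single nominal 8.5 µM compound dose, 0.8% DMSO final · Buffer or medium – Zinc-free 50 mM HEPES buffer, pH 7.4, with NaCl and Triton X-100 · Detection – Epi-absorbance of released pNA at 405 nm, two timepoints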
# core dimer inh: inhibitors of HCV core protein dimerization, primary screen, biochemical, TR-FRET, high-throughput; TR-FRET GST/Flag-core106 dimerization, 1536-well; hit rate 0.33% among 300,000; inhibition, % at 5 µM;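 active means inhibition above the mean of all tested compounds plus 3 SD, set per screening campaign, cut at about 45% in these data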
#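 System: GST-tagged and Flag-tagged HCV core protein residues 1-106 / Input: core106 proteins, GST 13.5 nM and Flag 17 nM / Buffer or medium: KF-containing HEPES buffer, pH 7.45, DTT, CHAPS, BSA / Probe or stimulus: Eu-anti-GST and XL665-anti-Flag labelled anti-tag antibodies / Schedule: 4 h, 22.5 °C incubation / Technique: TR-FRET 671 and 617 nm emission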
# procasp3 activ: activators of human procaspase-3 D3A mutant, primary screen, biochemical, absorbance, PC-3 D3A mutant, single concentration. hit rate 0.11% among 330,000. activation, % at 8.5 µM. recombinant procaspase-3 D3A, Ac-DEVD-pNA absorbance 405 nm. AID 463141, 2010. Caspase-3 (Homo sapiens), P42574;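 active means activation above the mean of all tested compounds plus 3 SD, cut at about 21% in these data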;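 further: 0% = DMSO alone and 100% = DMSO wells spiked with extra 5 µM PC-3 D3A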
# Target sequence (P42574 whole entry D9A/D28A/D175A): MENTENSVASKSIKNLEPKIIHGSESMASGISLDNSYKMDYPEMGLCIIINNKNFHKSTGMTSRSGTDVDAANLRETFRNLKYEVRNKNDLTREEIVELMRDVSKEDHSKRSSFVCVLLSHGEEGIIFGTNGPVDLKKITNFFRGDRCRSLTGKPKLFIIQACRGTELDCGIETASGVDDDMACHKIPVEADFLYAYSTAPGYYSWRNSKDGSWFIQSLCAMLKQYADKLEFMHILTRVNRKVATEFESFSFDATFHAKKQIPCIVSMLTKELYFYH
#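 assay system = Procaspase-3 D3A mutant | signal = absorbance at 405 nm, 0 and 120 min | times = 1 h preincubation plus 2 h reaction at 25 °C | repeats = single replicate | read-out = % activation between DMSO and enzyme-spiked controls | medium = Zinc-free HEPES saline buffer with Triton X-100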
# GASC-1 inh: inhibitors of GASC-1 histone demethylase, primary screen, biochemical, fluorescence, DELFIA europium; GST-JMJD2C(1-420) H3K9me3 demethylation; inhibition, % at 2.35 µM; hit rate 0.069% among 330,000; AID 2099, 2009; Lysine-specific demethylase 4C (Homo sapiens), Q9H3R0;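 active means more than half of a compound's replicate wells show inhibition beyond 50%, single wells judged on their own value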;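 further: signal counts dimethyl H3K9 product captured on neutravidin plate; 0% = median of DMSO wells and 100% = 0.3 times that DMSO median; strong numbers were not always called active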
# CTSL1 counter: Fasciola hepatica cathepsin L1 inhibitors, primary screen, counter-screen for PFM18AAP inhibitor project, biochemical, QFRET, fluorogenic peptide substrate; hit rate 0.49% among 300,000; AID 1906, 2009; inhibition, % at 5.96 µM; recombinant F. hepatica cathepsin L1, Z-Leu-Arg-MCA fluorescence;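 active means inhibition above the mean of all tested compounds plus 3 SD, set per screening campaign, cut at about 17% in these data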;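 further: 0% = plate median of test compound wells and 100% = 1 µM Z-Phe-Ala-diazomethylketone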
# Numbers without * were called inactive; x = not tested or not shown.
SMILES,VLA-4 inh,PP5 primary,GRK2 aptamer HTS,PP1 counter,procasp7 counter,core dimer inh,procasp3 activ,GASC-1 inh,CTSL1 counter
CN(Cc1ccccc1)S(=O)(=O)c1ccc(NC(=O)C2CCCO2)cc1 (configuration not stated),14,0.5,0,-1,1,-1,2,5,-2
CCCCc1cc(=O)oc2cc(OCc3cc(OC)c(OC)c(OC)c3)c(Cl)cc12,1,-2.5,7,-3,-4,6,0,-21,2
Cc1cc(C)n(-c2ccccc2C#N)n1,-1,1.3,0,3,1,1,8,11,-2
Cc1ccc(CN(C)C(=O)c2cccc(S(=O)(=O)N3CCN(Cc4ccccc4)CC3)c2)o1,-14,-0.2,2,1,8,4,17,1,0
COC(=O)c1ccc(OCC(O)CNC2CCCC2)cc1 (configuration not stated),5,-0.1,0,5,1,-5,9,8,3
COc1ccc([N+](=O)[O-])cc1N1C(=O)c2cccc3cccc(c23)C1=O,26,1.8,0,-1,0,-6,5,20,-3
CC(NC(=O)/C=C/c1ccco1)c1nc2ccccc2n1Cc1c(Cl)cccc1Cl (configuration not stated),6,0.7,0,4,-4,35,-3,-11,-1
COC(=O)c1nn(-c2ccccc2)ccc1=O,-7,1.4,0,-1,-2,-4,3,-9,-1
CCN(CC)C(=O)C1CCN(S(=O)(=O)c2ccc3oc4ccccc4c3c2)CC1,-18,6.3,0,10,2,18,-1,-2,-3
COc1ccc(OCc2cc(C(=O)N3CCC(c4ccccc4)CC3)no2)c(Cl)c1,-4,3.7,0,0,13,8,8,-12,0
O=c1ccc(-c2nc3ccccc3n2Cc2ccc(Cl)cc2)c[nH]1,-3,3.0,0,-1,7,-2,1,-31,-1
COCCn1c(SCC(=O)Nc2ccccc2OC)nc2c([nH]c3ccccc32)c1=O,-4,1.3,0,-7,-1,4,14,-4,0

# Next section; the last three above are carried over.
SMILES,VLA-4 inh,PP5 primary,GRK2 aptamer HTS,PP1 counter,procasp7 counter,core dimer inh,procasp3 activ,GASC-1 inh,CTSL1 counter
COc1ccc(OCc2cc(C(=O)N3CCC(c4ccccc4)CC3)no2)c(Cl)c1,-4,3.7,0,0,13,8,8,-12,0
O=c1ccc(-c2nc3ccccc3n2Cc2ccc(Cl)cc2)c[nH]1,-3,3.0,0,-1,7,-2,1,-31,-1
COCCn1c(SCC(=O)Nc2ccccc2OC)nc2c([nH]c3ccccc32)c1=O,-4,1.3,0,-7,-1,4,14,-4,0
CC1CCN(C(=O)Cn2ncc3c([nH]c4ccccc43)c2=O)CC1,3,0.3,0,0,8,3,9,10,0
C[C@]1(OC(=O)/C=C/c2ccccc2)C[C@@H](O)[C@]2(O)C=CO[C@@H](O[C@@H]3O[C@H](CO)[C@@H](O)[C@H](O)[C@H]3O)[C@@H]21,47,-0.9,2,-3,2,5,1,x,-5
Cn1cc(C(=O)c2ccc(F)cc2)cc1-c1nc2ccccc2n1C,-1,5.9,0,-1,-2,-3,-3,4,-1
CC(C)Sc1cc(N2CCOCC2)nc(-c2ccc(Cl)cc2)n1,-2,1.7,2,-1,11,-2,0,-3,0
O=C(O)c1cc2nc3c(c(C(F)(F)F)n2n1)CCc1ccccc1-3,2,-1.3,0,5,8,-3,12,-7,7
COC(=O)CCCNC(=O)c1ccc2oc(CCCc3ccccc3)nc2c1,9,-3.2,1,-2,-3,3,3,2,-1
COc1ccc(N2CCN(C(=O)CSc3nnc(NC(=O)C4CCC4)s3)CC2)cc1,0,1.6,0,1,1,-3,-1,1,-3
COc1ccc(C(C(=O)NC2CCCCC2)N(C(=O)Cc2c[nH]c3ccccc23)c2ccccc2)cc1OC (configuration not stated),2,3.0,1,3,3,6,9,-9,3
Cc1cc(NC(=O)C(=O)c2c(C)[nH]c3ccccc23)no1,4,0.2,4,-2,-4,0,8,-11,-2
C/C(=C\C(=O)c1ccc(C)cc1)NCc1ccc(F)cc1,5,2.4,0,-3,-6,-3,-4,-1,1
COc1ccc(C2=NOC(C(=O)N3CCN(C(=O)c4ccco4)CC3)C2)cc1OC (configuration not stated),1,2.8,1,2,-5,-12,-4,2,-1
CCOC(=O)C1C(=O)C=C(c2ccc(NS(C)(=O)=O)cc2)CC1c1ccco1 (configuration not stated),-10,-0.4,0,0,-6,-1,-3,-1,3
CC1(C)CC2CC(C)(CN2C(=O)COC(=O)c2n[nH]c(=O)c3ccccc23)C1 (configuration not stated),11,-0.2,0,-2,6,3,-3,-1,-6
Cc1cc(C)n(-c2ccc(C(=O)Nc3cc(C(F)(F)F)ccc3N3CCOCC3)cc2)n1,-8,0.4,1,-4,-4,-3,1,7,3
O=C(Nc1ccc2oc(-c3ccccc3F)nc2c1)c1ncn[nH]1,3,-1.3,3,4,8,0,4,-5,0
CC(NC(=O)c1cccc(F)c1)C(c1cccs1)N1CCN(C)CC1 (configuration not stated),-5,0.8,0,1,6,-3,0,-7,-4
CC(=O)Nc1c2c(nn1-c1ccc(C)cc1)CS(=O)(=O)C2,14,-2.2,0,2,11,3,3,-2,10
CCOC(=O)C(C)n1cnc2c(nnn2-c2ccc(OC)cc2)c1=O (configuration not stated),20,1.9,0,-4,-2,2,8,4,-2
CCOC(=O)N1CCN(Cc2nc(N)nc(Nc3ccccc3C)n2)CC1,0,3.1,0,3,-2,1,5,-9,5
Nc1nc(SCC(=O)N2CCCCC2)[nH]c(=O)c1NC(=O)c1cccs1,-1,1.3,2,-4,5,-3,-2,-1,1
Cc1c(O)ccc(-c2[nH]ncc2-c2nc3ccccc3s2)c1O,-7,4.1,0,0,-2,0,7,4,4
COc1ccccc1NC(=O)C(=O)NCC1CCCN1S(=O)(=O)c1cccs1 (configuration not stated),16,1.3,1,0,6,-1,6,8,4
CN(C(=O)COC(=O)C1CSC2(C)CCC(=O)N12)c1ccccc1 (configuration not stated),6,0.8,2,-4,5,-1,-2,-18,0
CCN(CC)C(=O)C(=O)c1cn(CC(=O)N2CCc3ccccc3C2)c2ccccc12,0,3.1,8,3,4,-2,4,-4,6
O=C(N1CCOCC1)N1CCN(c2ccc(F)cc2)CC1,23,1.3,1,-5,2,-7,0,-8,-2
O=C(Nc1cccc(C(=O)O)c1)/C(=C\c1ccccc1)NC(=O)c1ccccc1Cl,-8,-0.4,0,-3,3,-13,3,-22,5
CCOc1ccc2ncc(S(=O)(=O)c3ccc(C)cc3)c(N3CCC4(CC3)OCCO4)c2c1,-7,5.8,0,2,7,16,-7,5,4
CC(NCc1cccn1C)c1ccccc1 (configuration not stated),-2,1.8,0,-2,2,-2,-5,7,-4
O=C(Nc1ccccc1)c1cc2ccccc2[nH]1,11,2.7,4,3,-1,-6,2,-20,2
Cc1cccc(-c2nnc(SCC(=O)C(C)(C)C)n2C)c1,3,-0.8,0,4,-1,2,-11,-10,4
Cc1ccc(C(=O)O)cc1NCc1ccncc1,28,0.9,0,-3,0,-1,5,-5,-1
Cc1ccc(CN2C(=O)CCC2C(=O)N2CCN(c3ccccc3)CC2)cc1 (configuration not stated),6,0.7,1,3,2,2,-1,-32,1
CCCCSc1nc2c(c(C(F)(F)F)c1C#N)CCC2,64*,3.0,0,-2,6,2,2,-8,2
CC1CCN(CCCNC(=O)c2n[nH]c(=O)c3ccccc23)CC1,-1,-2.2,0,-4,6,0,-6,-1,-6
Cc1cc(C)n(C(=O)c2sc3cc(F)ccc3c2Cl)n1,2,-0.5,0,-5,0,-7,10,-7,5
Cc1coc2c1c(C)cc1oc(=O)c(CC(=O)NCCC(=O)O)c(C)c12,-3,3.1,0,-2,8,8,-1,10,1
COc1ccc(C2SCC(=O)N2c2c(C)n(C)n(-c3ccccc3)c2=O)cc1OC (configuration not stated),16,0.4,0,-1,-2,0,9,53,-4
COc1cc(/C=N/NC(=O)CC23CC4CC(CC(C4)C2)C3)cc(Br)c1OCC(=O)N(C)C,1,1.9,25,2,8,16,2,-3,3
COCC1CCN(Cc2nc(Cc3ccccc3Cl)no2)CC1,32,0.6,1,0,5,1,7,-2,-1
CCOc1ccc(S(=O)(=O)NCc2ccc3c(c2)OCO3)cc1,22,1.4,2,-3,-5,1,5,0,0
O=C(CSc1nncs1)Nc1ccc(N2CCCCC2)cc1,-6,-1.1,0,-6,12,x,2,x,x
Cc1cccc(Oc2nc(-c3ccncc3)nc3ccccc23)c1,3,-0.1,1,4,3,1,1,-4,2
COc1ccc(-c2nnc(S/C(=C/c3ccc(Cl)cc3)C(=O)O)o2)cc1,-1,-0.8,0,5,-1,13,9,-13,-1
Cc1ccc(S(=O)(=O)N2CCOC2C(Cl)(Cl)Cl)cc1 (configuration not stated),-19,0.3,0,0,-1,2,5,3,-4
CC(C)(C)NC(=O)CSCc1ccc(Br)cc1,23,-0.6,0,-7,-2,-2,6,1,-3
CCN1CCN(C(=O)c2nn(C)c3c2CS(=O)(=O)c2ccccc2-3)CC1,-6,-0.2,0,-3,-8,-4,3,-1,-2
Cc1ccc(S(=O)(=O)N2CCOC23CCN(C(=O)c2ccccc2Br)CC3)cc1,22,3.5,5,-1,2,5,3,2,-5
CCOCCCn1c(=NC(C)=O)c(C#N)cc2c(=O)n3ccccc3nc21,15,0.6,0,-6,-5,4,-6,-18,-1
Cc1ccc(CSc2nc3ccccc3c(=O)n2C)cc1,10,-0.5,3,2,-1,5,-6,-1,3
CCN(C(=O)CSc1nc(C)cc(=O)[nH]1)C1CCCCC1,5,x,0,x,1,x,-2,5,x
COC(=O)c1cnn2c(C(F)(F)F)cc(-c3ccco3)nc12,1,0.0,2,-1,-1,9,-10,2,3
COc1cc(OC)c(C(=O)NC2CCCc3ccccc32)cc1OC (configuration not stated),6,1.0,3,2,-2,4,-1,0,1
Cc1cc(C(=O)OCC(=O)Nc2nc(-c3ccccc3)cs2)c(C)o1,17,2.2,0,5,5,13,-2,-13,5
